# D2 PAM – positively modulates the human D2 dopamine receptor allosterically | HEK293 T-REx D2, calcium flux, EC20 dopamine potentiation | potentiation, % at 10 µM | P14416 | actives 0.34% (n = 340,000);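 active means potentiation over 3 SD above the plate norm, cut at about 30% in these data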; further: 0% is about no effect
#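 Potentiation of an EC20 dopamine calcium response measured kinetically over 180 s, after a preceding 180 s compound-only read flagging agonists. Cells: inducible Hek293 Trex D2 line, 4000/well, cultured overnight at 30 C before dye loading.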
# D1 ag – agonists of human D1 dopamine receptor. activation, % at 2 µM. HEK293 T-REx D1 cells, calcium flux, agonist mode. P21728. actives 1% (n = 360,000); in the data active means activation above about 30%; further: 0% is about no effect
# Target sequence (P21728 whole entry, looked up): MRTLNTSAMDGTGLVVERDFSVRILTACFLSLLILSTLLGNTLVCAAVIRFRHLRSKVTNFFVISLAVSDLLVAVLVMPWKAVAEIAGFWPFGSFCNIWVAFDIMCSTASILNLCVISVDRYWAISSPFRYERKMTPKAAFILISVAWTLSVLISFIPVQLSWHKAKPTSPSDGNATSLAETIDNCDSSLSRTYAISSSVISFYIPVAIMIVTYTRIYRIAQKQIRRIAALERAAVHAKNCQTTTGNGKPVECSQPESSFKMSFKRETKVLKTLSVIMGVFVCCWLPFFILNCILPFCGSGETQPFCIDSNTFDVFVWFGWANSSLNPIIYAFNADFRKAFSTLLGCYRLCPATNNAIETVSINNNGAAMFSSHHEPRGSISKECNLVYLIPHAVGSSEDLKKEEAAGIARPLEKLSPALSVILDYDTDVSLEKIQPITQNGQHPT
#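 Inducible HEK293 T-REx D1 cells, force-coupled to calcium signalling, were plated at 4000 cells/well with tetracycline and held overnight at 30 C. After no-wash calcium dye loading, compound-evoked calcium rise over 180 s flagged agonists.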
# TRHR PAM – TRH receptor (human) allosteric enhancement. enhancement, % at 2 µM. TRHR cells, fluo-8 calcium fluorescence, EC20 TRH enhancement. actives 0.66% (n = 360,000); in the data active means enhancement above about 30%; further: 0% is about no effect
# Target sequence (P34981 whole entry, looked up): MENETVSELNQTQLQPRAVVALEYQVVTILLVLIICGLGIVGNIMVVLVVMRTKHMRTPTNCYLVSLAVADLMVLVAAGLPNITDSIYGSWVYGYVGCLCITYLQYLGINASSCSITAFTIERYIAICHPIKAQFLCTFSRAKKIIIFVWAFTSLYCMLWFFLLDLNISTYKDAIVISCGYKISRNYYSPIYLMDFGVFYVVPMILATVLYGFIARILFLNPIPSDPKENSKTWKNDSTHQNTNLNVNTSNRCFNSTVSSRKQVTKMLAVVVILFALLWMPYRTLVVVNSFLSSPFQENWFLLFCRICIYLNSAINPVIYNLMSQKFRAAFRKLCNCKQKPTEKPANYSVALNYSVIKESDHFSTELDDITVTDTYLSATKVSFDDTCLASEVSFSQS
#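 TRHR-expressing cells loaded with fluo-8 calcium dye were read kinetically (ex 480/em 530) during compound addition, then stimulated with an EC20 of TRH (10 nM final). Enhancement of the Gq-mediated intracellular calcium response was scored.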
# D1 potentiator – enhances dopamine response at the human D1 receptor. actives 0.036% (n = 360,000). HEK293 TREx D1 cells, calcium flux, dopamine EC20 potentiation. P21728. potentiation, % at 10 µM; in the data active means potentiation above about 30%; further: 0% is about no effect
# D1 antag – blocks dopamine activation of the human D1 receptor | P21728 | HEK293 TREx D1 cells, calcium flux, dopamine EC80; active compounds read low | activity change, negative = inhibition, % at 10 µM | actives 3.2% (n = 360,000) | AID 504652; in the data active means activity change below about -30%; further: on the % scale 0 is the no-effect control and ±100 the full control effect
#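 Kinetic fluorescence of a calcium dye serves as the read-out. D1-expressing Hek293 Trex cells, induced overnight at 30 C, are exposed to compound for 180 s before an EC80 dopamine addition, then read 180 s further.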
# D2 antag – antagonizes the human D2 dopamine receptor; P14416; HEK293 TREx D2 cells, calcium flux, dopamine EC80; inhibition, % at 10 µM; actives 2% (n = 340,000); AID 485344; in the data active means inhibition above about 30%; further: 0% is about no effect
#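 Tetracycline-induced HEK293 T-REx cells expressing D2 force-coupled to calcium signalling were dye-loaded, exposed to compound for 180 s, then challenged with an EC80 of dopamine; calcium flux was followed kinetically for a further 180 s.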
# RXFP1 antagonist – RXFP1 (human) relaxin receptor antagonism. Q9HBX9. HEK293-RXFP1, relaxin-stimulated cAMP HTRF, 30 min; active compounds read low. activity change, negative = inhibition, % at 57.5 µM. actives 0.59% (n = 350,000);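 active means activity change of -60% or lower, but not beyond a set lower limit; inconclusive means change between -60% and -40%, or beyond the set limit; inactive means change above -40%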; further: on the % scale 0 is the no-effect control and ±100 the full control effect
# D2 ag – agonists of human D2 dopamine receptor | actives 0.53% (n = 340,000) | P14416 | HEK293 T-REx D2 cells, calcium flux agonist mode | activation, % at 2 µM;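 active means activation over 3 SD above normal in the single-dose calcium agonist read, cut at about 30% in these data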; further: 0% is about no effect
#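 Calcium-flux readout, 1 cycle/sec over 180 s following compound pin transfer, in inducible HEK293 Trex D2 cells (force-coupled); dopamine controls included. Positive calcium responses during this window marked compounds as potential agonists.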
# RXFP1 ag – agonists of human relaxin receptor RXFP1; Q9HBX9; HEK293T-RXFP1 cAMP TR-FRET, 30 min; response scale: percent of porcine relaxin response, buffer zero; Potency, µM (titrated, usually from 57.5 µM), inactives show at the top dose activation, actives largely listed as activators; actives 0.3% (n = 370,000); active means well fitted activation curve with a large enough effect; inconclusive means small, poorly fitted or top-dose-only effect; further: potency means the concentration at half of the fitted maximal effect; on the % scale 0 is the no-effect control and ±100 the full control effect; nearly all actives have a fitted effect of over 60% in size; many of its hits are not listed in these tables
#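 cAMP rise read by TR-FRET after 30 min, 37C compound exposure (up to 58 uM) in RXFP1-transfected HEK293 cells with Ro 20174 present. EC50 from Hill-equation fits, with 29 nM porcine relaxin as 100% and buffer as basal.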
# Numbers without * were called inactive; ? = inconclusive; . = not tested or not shown.
SMILES,D2 PAM,D1 ag,TRHR PAM,D1 potentiator,D1 antag,D2 antag,RXFP1 antagonist,D2 ag,RXFP1 ag
CC(=O)Nc1ccc(/C=C2/Sc3ccccc3C2=O)cc1,15,12,-4,2,-12,-4,5,2.2,0.8%
C=CCCCCCCCC(=O)OC,-1,4,0,-5,-11,-3,.,0.0,-1.4%
CCOc1cc(C2C(C(=O)c3ccc(C)cc3)=C(C(=O)OC)Nc3nnnn32)ccc1O (configuration not stated),0,3,-10,10,4,-15,-5,-0.9,0.1%
CCC(C(=O)NC(C)(C)C)N(C(=O)c1ccc(Cl)nc1)C1CCCC1 (configuration not stated),-9,0,-3,0,0,3,0,0.4,0.4%
Cc1cc(OCC(O)CN2CCc3ccccc3C2)ccc1Cl (configuration not stated),-23,5,6,-10,11,79*,-38,-0.4,2.4%
O=C(NCC1CCCO1)C1CCC(=O)N1Cc1ccccc1Cl (configuration not stated),-10,2,-4,-1,-13,10,3,-0.4,1.3%
Cc1cc(NC(=O)c2ccc3c(c2)N(Cc2cccc(Cl)c2)C(=O)c2ccccc2S3(=O)=O)ccc1Br,-16,10,15,-2,9,.,.,1.8,0.1%
S=C(NCCN1CCOCC1)Nc1ccc(Cl)c(Cl)c1,-2,12,-1,-8,13,-10,3,0.1,1.6%
C=CCc1cccc2cc(C(=O)Nc3cccc(Cl)c3)c(=O)oc12,1,-1,5,-2,9,.,.,0.8,0.8%
O=C(c1cccc(C(F)(F)F)c1)N1CCc2c([nH]c3ccccc23)C1C(F)(F)F (configuration not stated),-3,3,-2,4,-8,-10,-92*,0.4,0.5%
CS(=O)(=O)N(CC(=O)NCC1CCCO1)c1cc(Cl)c(Cl)cc1Cl (configuration not stated),12,4,3,2,3,-10,10,-1.1,0.1%
Cc1[nH]nc2c1C(c1ccccn1)N(c1ccc(Br)cc1)C2=O (configuration not stated),5,4,3,-6,-19,-14,-17,1.6,-0.9%
CCN(CC)S(=O)(=O)c1ccc(NC(=S)Nc2ccc(F)cc2)cc1,-1,2,5,-5,-6,-5,1,-1.3,3.0%
CCCc1ccc(C2Sc3ccccc3NC3=C2C(=O)c2ccccc23)cc1 (configuration not stated),-1,1,-5,-3,-4,.,-25,.,3.0%
CC1CCCN(Cc2nc3c(c(=O)n(C)c(=O)n3C)n2Cc2ccc(Cl)cc2Cl)C1 (configuration not stated),0,3,3,2,-19,.,-9,0.2,4.6%
Cc1c(N=Cc2ccccn2)c(=O)n(-c2ccccc2)n1C,1,2,2,-4,7,10,15,-0.3,-0.5%
CC(CSc1nnnn1-c1ccccc1)Cn1c(N2CCCC2)nc2c1c(=O)[nH]c(=O)n2C (configuration not stated),6,-1,3,4,20,-10,-12,0.9,-0.8%
Cc1ccc(C(=O)Nc2cccc(C(=O)N/N=C/c3ccc(F)cc3)c2)cc1,-24,1,3,-8,-20,31*,-29,-1.5,2.7%
O=C(NCc1ccc(F)cc1)C(=O)Nc1nc(C23CC4CC(CC(C4)C2)C3)cs1,7,6,-6,-2,-6,-4,-38,-0.5,-0.4%
CC1CCc2c(C(=O)OCC(=O)Nc3cccc(S(=O)(=O)N4CCCCCC4)c3)csc2C1 (configuration not stated),0,2,1,8,-5,1,-7,-0.1,0.1%
COc1ccccc1N1CCN(C(=O)c2cc3ccccc3[nH]2)CC1,4,2,0,0,1,12,0,-0.5,3.6%
CCN1C(=O)N(CC)C(O)(c2ccccc2)C1(O)c1ccccc1 (configuration not stated),0,2,1,1,16,-8,3,1.5,-0.8%
COc1ccc(C)cc1S(=O)(=O)N(C)CC(=O)NCc1ccncc1,8,-1,-5,-4,-12,33*,6,0.2,0.1%
Cc1ccc2c(=O)cc(C(=O)Nc3ccc(S(=O)(=O)N(C)c4ccccc4)cc3)oc2c1C,4,-1,9,-3,-5,.,-12,-1.2,-0.2%
COc1ccc(C(C(=O)NC2CCCCC2)N(C(=O)CCl)c2ccc(OC)cc2)cc1 (configuration not stated),.,4,-1,1,-3,.,3,.,4.8%
Cc1noc(C)c1COC(=O)Cn1c(C)nc2ccccc21,-2,0,4,-4,-13,-6,5,0.1,-0.7%
CC(=O)NCCc1ccc(C(=O)Cn2cnc3ccccc3c2=O)cc1,-3,2,2,2,0,-11,12,0.5,1.5%
O=C(NCc1ccccc1)C(=O)NCC1OCCN1S(=O)(=O)c1cccs1 (configuration not stated),9,-2,-2,-6,9,-16,1,-1.0,-0.1%
O=C(CN1C(=O)COc2ccc(Cl)cc21)NCC1CCCO1 (configuration not stated),-10,3,-2,-2,21,-12,-10,0.9,0.6%
COc1ccc(-n2nc(C(=O)NCC(=O)N3CCCCC3)c3ccccc3c2=O)c(OC)c1,-12,-1,-4,7,-2,-14,24,2.5,0.8%

# Five compounds drawn at random from the list so far:
SMILES,D2 PAM,D1 ag,TRHR PAM,D1 potentiator,D1 antag,D2 antag,RXFP1 antagonist,D2 ag,RXFP1 ag
S=C(NCCN1CCOCC1)Nc1ccc(Cl)c(Cl)c1,-2,12,-1,-8,13,-10,3,0.1,1.6%
Cc1c(N=Cc2ccccn2)c(=O)n(-c2ccccc2)n1C,1,2,2,-4,7,10,15,-0.3,-0.5%
CC1CCCN(Cc2nc3c(c(=O)n(C)c(=O)n3C)n2Cc2ccc(Cl)cc2Cl)C1 (configuration not stated),0,3,3,2,-19,.,-9,0.2,4.6%
O=C(c1cccc(C(F)(F)F)c1)N1CCc2c([nH]c3ccccc23)C1C(F)(F)F (configuration not stated),-3,3,-2,4,-8,-10,-92*,0.4,0.5%
Cc1ccc(C(=O)Nc2cccc(C(=O)N/N=C/c3ccc(F)cc3)c2)cc1,-24,1,3,-8,-20,31*,-29,-1.5,2.7%

# (list continues)
SMILES,D2 PAM,D1 ag,TRHR PAM,D1 potentiator,D1 antag,D2 antag,RXFP1 antagonist,D2 ag,RXFP1 ag
COc1cccc(/C=N/NC(=S)NC2CC3CC2C2C=CCC32)c1O (configuration not stated),-13,4,-4,-2,-21,-19,-17,0.2,-0.5%
Cc1ccc(C(=O)Nc2ccccc2N2CCN(C(=O)C(C)C)CC2)cc1,.,0,1,-2,3,.,-8,.,1.2%
c1ccc2[nH]c(NCCN3CCOCC3)nc2c1,-13,0,-1,-5,-20,22,4,0.9,0.1%
Cc1cc(C)c(C#N)c(SCc2ccc(F)cc2)n1,3,4,-11,-1,-3,-14,-7,0.3,5.8%
COC(=O)c1cccnc1NC(=S)NC1CCCCC1,24,1,-1,8,2,-2,8,0.1,1.2%
Cc1ccc(Cn2c(SCC(=O)N3CC(=O)Nc4ccccc43)nc3ccccc3c2=O)cc1,5,3,-3,3,-6,6,7,2.0,-0.1%
CC1CCCC(NC(=O)CCNS(=O)(=O)c2ccc(Br)cc2)C1C (configuration not stated),-4,2,-7,9,-10,17,-5,-1.1,-0.8%
CCOC(=O)C1C2C=CC3(CN(c4cccc(Cl)c4)C(=O)C13)O2 (configuration not stated),8,0,-6,-4,-2,9,.,0.9,0.3%
Cc1cc([N+](=O)[O-])nn1CC(=O)Nc1c(C)n(C)n(-c2ccccc2)c1=O,2,5,4,5,-8,16,-28,1.8,0.1%
Cc1nn2c(COc3ccc(NC(=O)C(C)C)cc3)nnc2c2ccccc12,.,0,20,-2,-4,-9,3,0.6,14%
COc1ccc(CC(=O)Nc2nc3c(s2)CC(C(C)(C)C)CC3)cc1 (configuration not stated),5,-1,-4,-2,5,.,.,-0.5,?
COc1ccc(Cl)cc1C(=O)NCc1ccco1,-3,1,4,-6,-4,11,7,0.1,0.0%
CCOc1ccc(CN=C(N)N=C(N)N)cc1Cl,1,1,-2,-3,-6,-3,-2,-0.2,1.4%
O=C(NC1CCCCC1)c1ccc(Cn2c(SCc3ccccc3F)nc3cccnc32)cc1,-21,0,2,2,10,.,-3,1.2,-0.9%
CSc1ccc(Cl)c(C(=O)OCC(=O)NCc2ccco2)c1,.,0,0,-5,7,.,2,.,2.4%
O=C(c1ccc2c(Cl)c3c(nc2c1)CCCC3)N1CCN(c2ccc(Cl)cc2)CC1,-1,5,3,-2,8,.,.,-0.1,1.7%
CC(=O)N(CCCN(C)C)Cc1ccccn1,-10,2,-1,-10,-9,19,3,-0.2,-2.3%
Nc1c(C(=O)Nc2nccs2)sc2nc(-c3cccs3)cc(C(F)(F)F)c12,-1,116*,28,0,5,-23,-11,-0.2,11%
COCCCN1C(=O)C(=O)/C(=C(/O)c2ccc(C)cc2)C1/C=C/c1ccccc1 (configuration not stated),.,0,1,-2,-28,.,-21,.,0.4%
CN(C)/N=C/c1cn(-c2ccccc2)nc1-c1cccnc1,2,1,3,-5,-13,-7,13,-0.3,2.5%
Cc1ccc2nc(C3CCN(CC(=O)Nc4ccc5c(c4)OCCO5)CC3)[nH]c2c1,-5,2,3,-8,0,-1,-10,-0.3,-0.8%
O=C(CN1C(=O)NC2(CCCc3ccccc32)C1=O)N1CCN(c2cccc(C(F)(F)F)c2)CC1 (configuration not stated),1,12,14,-7,-20,-11,12,-0.7,5.3%
CCOC(=O)C1CCN(C(c2cccc(F)c2)c2c(O)cc(C)n(CCOC)c2=O)CC1 (configuration not stated),-1,0,6,-3,-2,.,-14,3.9,3.0%
COCCCn1nnnc1SCC(=O)Nc1ccc2c(c1)OCCO2,-14,2,-10,-4,0,4,0,-0.5,-2.6%
CCCc1ncc(C(=O)c2ccc(OC)cc2)n1C,-4,0,3,-2,9,0,4,0.8,1.6%
c1ccc(NCC2OCc3ccccc3CO2)cc1,-2,0,16,26,5,10,.,-0.1,-1.8%
COc1cccc(NC(=O)c2oc3ccc(S(=O)(=O)N(C)C4CCCCC4)cc3c2C)c1,-7,1,4,-1,-4,.,-14,-0.2,1.0%
O=C(CSc1cn(CC(=O)N2CCCC2)c2ccccc12)Nc1cc(C(F)(F)F)ccc1Cl,1,2,-2,-1,-4,.,-21,0.2,3.7%
COc1ccccc1CNC(=O)c1cc2c(=O)n(Cc3cccs3)ccc2nc1C,-16,4,-4,-9,-28,.,1,1.0,3.1%
Cc1ccc(/C=C/C(=O)NCCCc2ccccc2)cc1,9,22,-5,-8,-40*,-12,-17,-1.4,-0.3%
COc1ccc(S(=O)(=O)N2CCC(NC(=O)c3ccccc3)CC2)cc1,-2,0,2,-3,-25,5,4,-0.4,3.8%
NC(=O)c1ccsc1NC(=O)COC(=O)COc1ccccc1F,-1,11,2,2,-26,3,1,0.1,-1.7%
Cc1cccc(N2CCN(C(=O)CS(=O)(=O)c3cccc4nsnc34)CC2C)c1 (configuration not stated),3,8,-4,-4,9,.,.,.,-0.1%

# One compound at a time, as listed above. Order of screens: D2 PAM, D1 ag, TRHR PAM, D1 potentiator, D1 antag, D2 antag, RXFP1 antagonist, D2 ag, RXFP1 ag
# `CCOC(=O)C1CCN(C(c2cccc(F)c2)c2c(O)cc(C)n(CCOC)c2=O)CC1` (configuration not stated) as listed: -1, 0, 6, -3, -2, ., -14, 3.9, 3.0%
# `NC(=O)c1ccsc1NC(=O)COC(=O)COc1ccccc1F` as listed: -1, 11, 2, 2, -26, 3, 1, 0.1, -1.7%

# Only part of the results is shown, so the mix of outcomes need not match the whole.
